Artemis endo inh: Artemis (human) endonuclease inhibition | recombinant Artemis, quenched FAM hairpin cleavage fluorescence | inhibition, % at 10 µM | actives 0.78% (n = 30,000) | AID 686954;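 active means at 10 µM dose, at least 30% inhibition, measured as corrected fluorescence normalized to stimulator and neutral control wells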
Target sequence (Q96SD1 whole entry, looked up): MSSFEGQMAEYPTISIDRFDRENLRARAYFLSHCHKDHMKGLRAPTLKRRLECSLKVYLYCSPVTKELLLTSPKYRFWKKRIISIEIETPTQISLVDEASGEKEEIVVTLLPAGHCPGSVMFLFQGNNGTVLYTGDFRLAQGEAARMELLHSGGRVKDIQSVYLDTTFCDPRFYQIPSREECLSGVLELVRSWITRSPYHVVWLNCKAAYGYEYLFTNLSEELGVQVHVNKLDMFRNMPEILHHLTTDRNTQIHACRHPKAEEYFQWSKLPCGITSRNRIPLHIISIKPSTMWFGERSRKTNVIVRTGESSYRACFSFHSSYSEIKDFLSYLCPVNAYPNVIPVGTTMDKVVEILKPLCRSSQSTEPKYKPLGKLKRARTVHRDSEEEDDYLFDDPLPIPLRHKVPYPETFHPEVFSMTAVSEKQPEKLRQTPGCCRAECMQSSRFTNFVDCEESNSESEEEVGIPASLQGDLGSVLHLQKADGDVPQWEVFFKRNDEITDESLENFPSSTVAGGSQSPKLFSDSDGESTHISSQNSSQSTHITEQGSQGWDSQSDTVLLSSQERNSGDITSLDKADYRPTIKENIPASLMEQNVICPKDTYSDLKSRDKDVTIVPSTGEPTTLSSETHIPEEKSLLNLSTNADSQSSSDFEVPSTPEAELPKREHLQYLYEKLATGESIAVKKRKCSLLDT
The depositor's hits bear a star.

For COC(=O)c1cc(C#N)c(NCc2ccccc2)nc1C the results were Artemis endo inh 4.
CCOC(=O)c1ccccc1NC(=O)/C=C/c1cc(OC)c(OC)c(OC)c1 was read as Artemis endo inh 5.
For CCC(C)C(=O)N1c2ccccc2C(=C2SC(C(=O)OC)=C(C(=O)OC)S2)C(=S)C1(C)C (stereo not given) the results were Artemis endo inh 5.
O=C(C1=C(O)C(=O)N(CCCN2CCOCC2)C1c1ccccn1)c1cc2ccccc2o1 (stereo not given) was read as Artemis endo inh 1.
CCOC(=O)CC1C(=O)NCCN1C(=O)Nc1ccc(Cl)cc1 (stereo not given) was read as Artemis endo inh -6.
For Cc1noc(/C=C/c2ccc(-c3ccccc3Cl)o2)c1[N+](=O)[O-] the results were Artemis endo inh -8.
`Cn1c(=O)c2nnn(/N=C(\c3ccccc3)C3CC3)c2n(C)c1=O` gave Artemis endo inh 0.
CCN(CC)c1ccc2cc(C=O)c(=O)oc2c1 was read as Artemis endo inh -123.
For CC1SC(c2ccc(Cl)cc2Cl)NC1=O (stereo not given) the results were Artemis endo inh -7.
For CCOC(=O)CN1N=C(/C=C/c2ccc(C)cc2)CCC1=O the results were Artemis endo inh -8.
For O=C(NCCN1CCCC1)c1cc(-c2ccncc2)nc2ccc(S(=O)(=O)N3CCOCC3)cc12 the results were Artemis endo inh 4.
Cn1c(NCc2ccco2)nc2c1c(=O)n(Cc1ccc(Cl)c(Cl)c1)c(=O)n2C was read as Artemis endo inh 9.
`CS(=O)(=O)N1CCN(c2ccccc2NC(=O)Cc2ccccc2)CC1` gave Artemis endo inh -12.
CCN1C(=O)c2cccc3c(NC(=O)C(C)(C)C)ccc1c23 was read as Artemis endo inh -3.
Screening COc1ccc(N2C(N)=NC(N)=NC23CCCC3)cc1 returned Artemis endo inh 13.
`O=C(c1ccccc1)n1ccc2ccccc21` gave Artemis endo inh 1.
Screening CCN1C(=O)CC(N2CCN(c3ccc(C(=O)c4ccccc4)cc3)CC2)C1=O (stereo not given) returned Artemis endo inh -8.
Cc1ccc(-n2cc(-c3ccccc3)[nH]c2=O)cc1F was read as Artemis endo inh 0.
Screening CNC(=S)N/N=C/c1ccc(C(C)C)cc1 returned Artemis endo inh 1.
CC(NC(=O)c1ccc(F)cc1)c1ccccc1 (stereo not given) was read as Artemis endo inh 2.
Cn1c(=O)c2[nH]c(NCC3CCCO3)nc2n(-c2ccccc2)c1=O (stereo not given) was read as Artemis endo inh -3.
`COc1ccccc1-c1cc(C(=O)N/N=C/c2ccc(C)s2)c2ccccc2n1` gave Artemis endo inh 19.
Screening O=C1CC(c2ccc3c(c2)OCO3)c2cc3c(cc2N1)OCO3 (stereo not given) returned Artemis endo inh 3.
`Cc1ccccc1N1CCN(CCCN2C(=O)CC(=C(c3ccccc3)c3ccccc3)C2=O)CC1` gave Artemis endo inh 1.
For COc1ccc(Oc2nc3c(c(=O)n(C)c(=O)n3C)n2Cc2ccccc2)cc1 the results were Artemis endo inh 3.
`O=C(O)CCC(=O)NNC(=O)CCC(=O)NCc1ccccc1` gave Artemis endo inh -5.
`C=C(C)CC1Nc2ccccc2NC1CC(=C)C` (stereo not given) gave Artemis endo inh 1.
`CCc1cc(C(c2cccc(OC)c2)N2CCOCC2)c(NC(=O)c2ccccc2)s1` (stereo not given) gave Artemis endo inh 11.
CCC(=O)Nc1ccc2nc(C)n(Cc3ccccc3Cl)c(=O)c2c1 was read as Artemis endo inh 2.
CCCn1c(=O)c2ccccc2n2c(SCC(=O)c3ccc(CC)cc3)nnc12 was read as Artemis endo inh 7.
`Cc1cccc(C(=O)N2CCN(c3ccc([N+](=O)[O-])c(N4CCOCC4)c3)CC2)c1` gave Artemis endo inh 2.
C=CCNC(=O)/C(=C\C=C\c1ccccc1)NC(=O)c1ccc(OCCCC)cc1 was read as Artemis endo inh 15.
COc1ccc(NC(=O)C2CCCN2C(=O)OCc2ccccc2)c(OC)c1 (stereo not given) was read as Artemis endo inh -5.
Screening O=C(NCc1ccco1)NC12CC3CC(CC(C3)C1)C2 returned Artemis endo inh 0.
Screening CCC(CC)NC(=O)c1cc(OC)c(OC)cc1[N+](=O)[O-] returned Artemis endo inh -7.
Screening CCCC1C(C(=O)OCC)=C(C)NC(C)=C1C(=O)OCC returned Artemis endo inh 3.

Quoted from the entries so far (two entries):
C=CCNC(=O)/C(=C\C=C\c1ccccc1)NC(=O)c1ccc(OCCCC)cc1 was read as Artemis endo inh 15.
COc1ccc(NC(=O)C2CCCN2C(=O)OCc2ccccc2)c(OC)c1 (stereo not given) was read as Artemis endo inh -5.

Among those listed so far, two have a thiophene ring, fused or not:
`COc1ccccc1-c1cc(C(=O)N/N=C/c2ccc(C)s2)c2ccccc2n1` gave Artemis endo inh 19.
`CCc1cc(C(c2cccc(OC)c2)N2CCOCC2)c(NC(=O)c2ccccc2)s1` (stereo not given) gave Artemis endo inh 11.

Going on with the list:
`O=C(Oc1ccc2c3c(c(=O)oc2c1)CCCC3)c1ccco1` gave Artemis endo inh 9.
CN(Cc1ccccc1)C(=O)CCNC(=O)Cn1cnc2ccccc2c1=O was read as Artemis endo inh -3.
Screening CCN(CC)C(=O)CSC(=Nc1ccccc1F)NC#N returned Artemis endo inh -3.
Cc1ccc(OCC(O)Cn2c(=N)n(CCN3CCOCC3)c3ccccc32)cc1 (stereo not given) was read as Artemis endo inh 3.
CCCCCCCCSc1nnc(-c2ccc(OC)cc2)o1 was read as Artemis endo inh -10.
COc1ccc(-c2ccc(-c3noc(C4CCCCC4)n3)c(OC)n2)cc1 was read as Artemis endo inh 3.
Screening O=C(Nc1ccc2c(c1)OCO2)C1CCCN1C(=O)Nc1cccc(F)c1 (stereo not given) returned Artemis endo inh 5.
Cc1ccccc1OCCNC(=S)Nc1ccccc1 was read as Artemis endo inh 2.
For COc1ccc(C2C(C#N)=C(N)Oc3n[nH]c(C)c32)cc1Cn1cc([N+](=O)[O-])cn1 (stereo not given) the results were Artemis endo inh -6.
`CCS(=O)(=O)c1ccc2oc(Nc3ccc(C(C)C)cc3)nc2c1` gave Artemis endo inh 5.
C=CCc1ccc(OCCOCCNCCOC)c(OC)c1 was read as Artemis endo inh -2.
`CCOC(=O)c1cnn2c(C(F)(F)F)cc(-c3ccco3)nc12` gave Artemis endo inh -14.

Reprinted from the part before: four compounds, then new ones.
For COc1ccc(C2C(C#N)=C(N)Oc3n[nH]c(C)c32)cc1Cn1cc([N+](=O)[O-])cn1 (stereo not given) the results were Artemis endo inh -6.
`CCS(=O)(=O)c1ccc2oc(Nc3ccc(C(C)C)cc3)nc2c1` gave Artemis endo inh 5.
C=CCc1ccc(OCCOCCNCCOC)c(OC)c1 was read as Artemis endo inh -2.
`CCOC(=O)c1cnn2c(C(F)(F)F)cc(-c3ccco3)nc12` gave Artemis endo inh -14.
COC(=O)c1ccc(C2/C(=C(/O)c3ccc(OC(C)C)cc3)C(=O)C(=O)N2c2cc(C)on2)cc1 (stereo not given) was read as Artemis endo inh 32*.
`COc1ccc(C2/C(=C(/O)c3ccc4c(c3)CC(C)O4)C(=O)C(=O)N2CCN2CCOCC2)cc1` (stereo not given) gave Artemis endo inh 2.
`CCN(CC(=O)Nc1ccc2c(c1)OCCO2)S(=O)(=O)c1cccs1` gave Artemis endo inh 2.
Screening CN(C)C(=O)c1ccccc1-c1ccccc1 returned Artemis endo inh 8.
`O=C(Nc1cccnc1)C1(c2ccccc2)CCCC1` gave Artemis endo inh -6.
Screening C=CCN1CCN(C(c2ccccc2)c2nnnn2CCC(C)C)CC1 (stereo not given) returned Artemis endo inh 3.
For COc1cccc(CNC(=O)C2CCCN(c3nn4c(=O)cc(C)nc4s3)C2)c1 (stereo not given) the results were Artemis endo inh -4.
For CCOc1cc(C2CC(=O)NC3=C2C(=O)C(C(=O)OC)C(C)C3)cc(Br)c1O (stereo not given) the results were Artemis endo inh -6.
`Cc1ccc2oc(C(=O)Nc3nnc(C)s3)c(C)c2c1` gave Artemis endo inh -8.
For O=C(CSc1nnc(CN2CCOCC2)n1-c1ccc(Cl)cc1)Nc1cc(Cl)ccc1O the results were Artemis endo inh -2.
Screening Cc1ccc(NC(=O)C2CC(=O)OC23CCOC(C)(C)C3)cc1 (stereo not given) returned Artemis endo inh 5.
Screening Cc1cc(C(=O)OCC(=O)N2CCOCC2)c2ccccc2n1 returned Artemis endo inh -5.
CSC(=NC1CCCCC1)NS(=O)(=O)c1ccccc1 was read as Artemis endo inh -3.
For CC(=O)/C=C(\C)NCCNc1c(F)c(F)c(CO)c(F)c1F the results were Artemis endo inh -2.
`COc1ccc(CC(=O)N2CCN(c3ccccn3)CC2)cc1` gave Artemis endo inh 5.
Screening O=C(NC1CCCCC1)c1cccs1 returned Artemis endo inh 1.
For CCCCN(CC)Cc1ccc(CNC(=O)Nc2ccc(OC)cc2OC)o1 the results were Artemis endo inh 13.
`CCCC(=O)C1C(=O)CC(C)(C)C(c2cc(C)no2)C1=O` (stereo not given) gave Artemis endo inh 5.
`CCn1c(=N)n(CC(=O)c2cccc(OC)c2)c2ccccc21` gave Artemis endo inh -4.
`CC(C)C(C(=O)Nc1nccs1)c1ccccc1` (stereo not given) gave Artemis endo inh 0.
COc1ccc(CSc2nnc(C)n2N)cc1Br was read as Artemis endo inh 7.
For N#Cc1c2c(c(Nc3ccccc3)n3c1nc1ccccc13)CCC2 the results were Artemis endo inh -2.
For COc1ccc(C(=O)Nc2ncc3c(n2)CC(c2ccco2)CC3=O)cc1 (stereo not given) the results were Artemis endo inh 0.
For CCOC(=O)N1CCN(CC(O)COc2ccccc2C(C)CC)CC1 (stereo not given) the results were Artemis endo inh -1.
For CCCc1cc(C(F)(F)F)c(C#N)c(=O)[nH]1 the results were Artemis endo inh -3.
For Fc1ccc(CSc2nncn2NC/C=C/c2ccccc2)cc1 the results were Artemis endo inh 2.
O=C(CCC1CCCC1)N1CCN(C2CCCC2)CC1 was read as Artemis endo inh 11.
For CC(C)(C)Sc1nc(O)cc(=O)[nH]1 the results were Artemis endo inh 5.
CCOc1c(Cl)cc(/C=N/O)cc1OC was read as Artemis endo inh -4.
For Cc1nnc(SCC(=O)NCC2CCCCC2)n(N)c1=O the results were Artemis endo inh 2.
Screening COc1cccc(NC(=O)COC(=O)c2cc(S(=O)(=O)N3CCOCC3)ccc2C)c1 returned Artemis endo inh 3.
`Cc1cccc(-c2nnc3n2N=C(c2ccccc2Br)CS3)c1` gave Artemis endo inh 12.
For CC1CCCCC12NC(=O)N(CC(=O)c1ccc[nH]1)C2=O (stereo not given) the results were Artemis endo inh 5.
CCCS(=O)(=O)N1CCC(C(=O)NCc2ccco2)CC1 was read as Artemis endo inh 11.
For N=C1C(c2nc3ccccc3s2)=C(O)CN1CCCO the results were Artemis endo inh 1.
`COc1ccc(CCNc2cc(N3CCN(C(=O)c4ccccc4F)CC3)ccc2[N+](=O)[O-])cc1OC` gave Artemis endo inh 5.
For CCOC(=O)CCc1c(C)c(C#N)c2[nH]c3ccccc3n2c1=O the results were Artemis endo inh 6.
For COc1ccc(OC)c(S(=O)(=O)N2CCC(C(=O)N3CCc4ccccc4C3)CC2)c1 the results were Artemis endo inh -8.
For CSc1nncc(-c2ccc(F)cc2)n1 the results were Artemis endo inh 7.
For COc1ccc(-n2c(C)cc(C(=O)COC(=O)Cn3cnc4ccccc43)c2C)cc1 the results were Artemis endo inh 15.
`O=C(Nc1ccccc1)N(O)c1ccc(Cl)cc1` gave Artemis endo inh -3.
Screening CC(C)(C)C1=Nn2c(nnc2-c2n[nH]c3c2CCC3)SC1 returned Artemis endo inh 5.
`O=C(O)c1ccc(NC(=O)C2C3CCC(C3)C2C(=O)O)cc1` (stereo not given) gave Artemis endo inh -5.
For COc1cc2c(cc1OC)C1C/C(=N\O)C(CC(C)C)CN1CC2 (stereo not given) the results were Artemis endo inh -3.
`COc1cc(C(=O)N2CCN(C(=O)COc3ccc4ccccc4c3)CC2)cc(OC)c1OC` gave Artemis endo inh -3.
Screening O=C(c1cc(-c2ccc(Cl)cc2)n(-c2ccc(Cl)c(Cl)c2)n1)N1CCOCC1 returned Artemis endo inh 9.
COc1ccc(N2CCN(C(=O)COc3ccc(Cl)cc3Cl)CC2)cc1 was read as Artemis endo inh 4.
For COc1ccccc1C(=O)N1CCN(c2nc3cc(C)c(C)cc3cc2C#N)CC1 the results were Artemis endo inh 9.

The final 2 compounds of the part before are carried over, then new ones follow:
COc1ccc(N2CCN(C(=O)COc3ccc(Cl)cc3Cl)CC2)cc1 was read as Artemis endo inh 4.
For COc1ccccc1C(=O)N1CCN(c2nc3cc(C)c(C)cc3cc2C#N)CC1 the results were Artemis endo inh 9.
Screening CC(C)C(c1nnnn1Cc1cccs1)N1CCN(C2CCCC2)CC1 (stereo not given) returned Artemis endo inh 3.
For N#C/C(=C(/O)COc1cccc2ccccc12)c1nc2ccccc2[nH]1 the results were Artemis endo inh -4.
Screening COc1cc(/C=N/n2c(SC)nnc(C(C)(C)C)c2=O)ccc1O returned Artemis endo inh -1.
`N=c1n(CC(=O)O)c2ccccc2n1Cc1ccccc1Cl` gave Artemis endo inh -8.
`CCOc1ccc2c(c1)c(C(C)=O)c(C)n2-c1ccccc1` gave Artemis endo inh 3.
For CC(=O)OCc1nc2sc3c(c2c(=O)[nH]1)CCCC3 the results were Artemis endo inh -2.
COc1ccccc1N1CCN(C(=O)c2cc3n(n2)C(C(F)(F)F)CC(c2ccco2)N3)CC1 (stereo not given) was read as Artemis endo inh -9.
For COc1ccc(NC(=S)NN2CCN(C)CC2)cc1 the results were Artemis endo inh -13.
`O=C(Cc1cccs1)Nc1ccccc1C(=O)O` gave Artemis endo inh -6.

From PubChem

An excerpt; the hit share may differ from the screen's.
